# M. tuberculosis GlmU – inhibition of mycobacterial GlmU enzyme – biochemical, glucosamine-1-phosphate acetyltransferase (AID 1376); M. tuberculosis GlmU acetyltransferase enzyme assay; higher % means a stronger effect; inhibition, %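 (tested at 30 µM in the primary screen)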; hits with a dose series show IC50 in µM; actives 0.25% (n = 220,000); in the data active = inhibition above about 13%;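 also: 0% = complete reaction with vehicle and 100% = reaction without substrate; strong numbers were not always called active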
# RmlCD inh 1536 – blocks M. tuberculosis RmlC and RmlD coupled enzymes | RmlC+RmlD coupled enzyme assay, percent inhibition; primary screen in compound mixtures | inhibition, % at 3.6 µM | actives 0.03% (n = 160,000) | AID 1533; in the data active = inhibition mostly above about 34%, no sharp cut-off; also: some results filed as inactive read as strong as hits
# Target sequence (P9WH09 whole entry, looked up): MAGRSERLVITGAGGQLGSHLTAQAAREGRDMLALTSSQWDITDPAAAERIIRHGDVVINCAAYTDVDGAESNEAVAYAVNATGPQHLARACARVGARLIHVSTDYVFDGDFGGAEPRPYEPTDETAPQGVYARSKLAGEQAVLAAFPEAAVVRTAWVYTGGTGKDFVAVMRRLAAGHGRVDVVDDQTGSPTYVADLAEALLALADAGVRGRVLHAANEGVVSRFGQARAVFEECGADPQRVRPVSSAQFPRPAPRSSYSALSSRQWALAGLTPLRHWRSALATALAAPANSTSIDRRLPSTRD
# Target sequence (P9WH11 whole entry, looked up): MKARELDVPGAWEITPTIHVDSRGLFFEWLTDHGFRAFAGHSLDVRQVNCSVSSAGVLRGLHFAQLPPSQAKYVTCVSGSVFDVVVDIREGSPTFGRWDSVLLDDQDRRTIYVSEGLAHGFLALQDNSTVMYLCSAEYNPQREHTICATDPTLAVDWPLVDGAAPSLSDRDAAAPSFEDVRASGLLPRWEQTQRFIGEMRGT
# An asterisk follows results filed as active; . = no result given.
SMILES,M. tuberculosis GlmU,RmlCD inh 1536
CCC(=O)Nc1ccc(C(=O)CSc2nnc(-c3ccc(NS(C)(=O)=O)cc3)n2C)cc1OC,-4.3%,4
Cc1nn(Cc2ccccc2)c(C)c1NC(=O)c1cccs1,1.2%,.
COC(=O)C1C(O)=C(C=Nc2cccc3ccccc23)C(=O)CC1(C)C (stereo not drawn),1.3%,4
Cn1c(NCCCN2CCOCC2)nc2c1c(=O)n(Cc1ccc(Cl)cc1)c(=O)n2C,1.7%,104
N[C@@H](CCl)C(=O)O,0.0%,.
O=C(O)CCc1nn2c3ccccc3nc2n(Cc2ccccc2)c1=O,3.1%,1
COc1cccc(CN2CCCC(CNC(=O)c3ccc(F)cc3)C2)c1OC (stereo not drawn),-3.1%,9
CC1(C)CC(CC(=O)O)(c2ccc(Cl)cc2)CCO1 (stereo not drawn),3.1%,-2
Cc1noc(NS(=O)(=O)c2ccc(N/C=C\C(=O)c3ccncc3)cc2)c1C,3.4%,-7
O=C(NCc1cccc(Cl)c1)NC(=O)c1csc([N+](=O)[O-])c1,-1.2%,-8

# Overlap with the part before: two entries, then new ones.
SMILES,M. tuberculosis GlmU,RmlCD inh 1536
Cc1noc(NS(=O)(=O)c2ccc(N/C=C\C(=O)c3ccncc3)cc2)c1C,3.4%,-7
O=C(NCc1cccc(Cl)c1)NC(=O)c1csc([N+](=O)[O-])c1,-1.2%,-8
Fc1ccccc1-c1nc(-c2ccc(Cl)cc2)no1,-2.6%,.
Cc1ccc(S(=O)(=O)N(C)CC(=O)NC2CC(C)(C)NC(C)(C)C2)cc1,6.5%,8
CCOC(=O)CNC(=O)N1CCCC(C(=O)c2ccc3c(c2)OCO3)C1 (stereo not drawn),4.5%,32
C/C(Cc1ccccc1)=N\NC(=O)CNC(=O)c1cccc(Cl)c1,-1.5%,9
CCCC(C)C(=O)Nc1ccc2c(c1)OCCO2 (stereo not drawn),-2.4%,10
CC1(C)CC(=O)c2c(O)cc(OCc3ccc([N+](=O)[O-])cc3)cc2O1,.,6
Cc1c(OCc2ccc(C(=O)O)o2)ccc2c3c(c(=O)oc12)CCC3,8.2%,6
O=C(NCc1cccnc1)c1cc(Sc2cccc(Cl)c2)nc2ccccc12,2.0%,16
CCN(CC)S(=O)(=O)c1ccc(NC(=O)CC(NC(C)=O)c2ccccc2)cc1 (stereo not drawn),1.5%,-9
CC(=O)c1cccc(-n2nnnc2SCC(=O)N2CCCC2)c1,-1.8%,.
O=C1CN(C(=O)c2ccc(F)c(S(=O)(=O)N3CCOCC3)c2)c2ccccc2N1,-6.4%,-13
COc1cc(C(N)=O)cc(Br)c1OCc1ccccc1,-3.8%,3
COc1ccc(/C=C/C(=O)N2CCN(S(=O)(=O)c3ccccc3)CC2)cc1OC,-2.4%,.
O=C(/C=C/c1cccs1)Nc1nc(-c2ccccc2)cs1,30%,-7
COc1ccc2c(c1)CC1c3c(cc4c(c3-2)OCO4)CC[N+]1(C)[O-] (stereo not drawn),3.6%,1
CCC(=O)Nc1nc(C)c(Oc2ccccc2)c(=O)[nH]1,3.9%,.
NS(=O)(=O)c1ccc(NC(=O)N2c3ccccc3Sc3ccccc32)cc1,0.0%,9
Oc1ccccc1-c1cc(-c2ccccc2Cl)[nH]n1,0.4%,-10
CCn1c(COc2cccc3cccnc23)nnc1SC(F)F,-4.0%,-5
C[C@@H]1C[C@@H]2O[C@H]2/C=C\C=C\C(=O)Cc2c(Cl)c(O)cc(O)c2C(=O)O1,-2.0%,-8
COC(=O)N/N=C(\C)c1cccs1,5.7%,2
COc1ccc(-n2c(=S)[nH]c(=O)c3cccnc32)cc1,-0.4%,-4
CCC(=O)O[C@@H]1[C@@H](OC(C)=O)[C@@]2(O)C(C[C@H](O)C2(C)C)[C@](C)(O)[C@H]2CC[C@@H]3[C@@H](O)[C@]12C[C@@]3(C)O (stereo partly drawn),2.2%,.
N#CC(C(=O)OC1CCCCC1)c1nc2ccccc2nc1N1CCCCC1 (stereo not drawn),-10%,.
O=C(CSc1ncnc2c1oc1ccccc12)Nc1cccc(F)c1,1.2%,64
COc1ccc(C(=O)NNC(=S)NC2CCCCC2)cc1OC,-4.1%,4
CCOc1ccc(/C=N/NC(=O)c2nnn(-c3nonc3N)c2COc2ccc(F)cc2)cc1,5.1%,-6
COc1ccc2c(c1)C(C)CC(C)(C)N2C(=O)CSc1ncn[nH]1 (stereo not drawn),3.0%,.
CCC(=O)N1CCc2cc(Br)cc(S(=O)(=O)N3CCCCCC3)c21,-3.6%,.
O=C(CSc1ncnc2c1oc1ccccc12)Nc1nc2ccccc2s1,-4.1%,12
CCCc1nnc(NC(=O)CCC(=O)N2CCN(C3c4ccccc4-c4ccccc43)CC2)s1,-3.9%,9
COc1cccc(C2C3=C(CCCC3=O)NC3=C2C(=O)c2ccccc23)c1 (stereo not drawn),0.8%,24
CS(=O)(=O)N(CC(=O)NCc1ccc2c(c1)OCO2)c1ccccc1,-7.0%,-5
CCC(C(=O)OCCN(CC)CC)c1ccccc1 (stereo not drawn),0.0%,.
Cc1cccc(CN2CCN(CC(=O)O)C2=O)c1,-0.6%,5
OC(COCC1COc2ccccc2O1)CN1CCCCC1 (stereo not drawn),-1.5%,21
Fc1ccc(CCNCc2ccc(Cl)c(Cl)c2)cc1,-0.8%,.
S=c1[nH]nc(-c2ccncc2)n1/N=C/C=C/c1ccccc1,4.3%,7
O=C(Nc1ccc(Oc2cccc(C(F)(F)F)c2)nc1)c1ccccc1,2.5%,7
C/C(CC(=O)Nc1ccccc1Br)=N\NC(=O)C(=O)N1CCCC1,-1.4%,-6
O=C(Nc1nc2c(s1)CCc1ccccc1-2)c1ccco1,-0.4%,.
COC(=O)C1=C(C)N(Cc2ccccc2)C(=O)/C1=C\c1ccco1,-0.6%,4
COC(=O)C1(C(=O)OC)NOC2C(=O)N(N(C)c3ncc(C(F)(F)F)cc3Cl)C(=O)C21 (stereo not drawn),-1.7%,5
COC(CC(=O)NNC(=S)Nc1ccc(Cl)cc1)OC,4.3%,-13
O=C(c1ccc(N2CCN(CCO)CC2)nc1)N1CCOCC1,-7.9%,8
CCCCN(CCCC)C(=O)c1cc(Cl)ccc1[N+](=O)[O-],1.2%,.
NC(=O)CN1C(=O)C(O)(CC(=O)/C=C\c2ccc3c(c2)OCO3)c2ccccc21 (stereo not drawn),-1.5%,-2
CCSc1nnc(-c2cccs2)o1,-6.1%,5
COc1ccc(C2(CNC(=O)c3ccc(Br)o3)CCOCC2)cc1,2.5%,.
O=Cc1cc([N+](=O)[O-])ccc1N1CCOCC1,1.1%,-4
# Following part.
SMILES,M. tuberculosis GlmU,RmlCD inh 1536
O=C(CCCNS(=O)(=O)c1cccs1)N1CCc2ccccc2C1,-1.4%,9
O=C(OCc1cccc(F)c1)c1ccc2c(=O)n3c(nc2c1)CCC3,2.9%,5
c1ccc2sc(C3CCCNC3)nc2c1 (stereo not drawn),1.8%,.
O=C(NNC(=O)c1ccccc1-c1ccccc1C(=O)O)c1cccc([N+](=O)[O-])c1,6.7%,7
Cc1cccc2cc(CN(CC3CCCO3)C(=O)c3cnccn3)c(=O)[nH]c12 (stereo not drawn),8.2%,.
O=C(CC1(O)C(=O)N(CCc2ccccc2)c2ccccc21)c1ccco1 (stereo not drawn),-1.2%,8
COC(=O)c1c(-n2cnnn2)sc(C)c1C,2.8%,7
CCN(CC)S(=O)(=O)c1cccc(-c2nnc(SCCOc3ccccc3C)o2)c1,1.6%,19
COc1ccc(/C(N)=N/OC(=O)c2ccco2)cc1,0.7%,-7
CCOC(=O)C1=C(C)N(C)C(=S)NC1c1ccccc1Cl (stereo not drawn),2.9%,.

# An excerpt from above in order of length of the SMILES, largest number first.
SMILES,M. tuberculosis GlmU,RmlCD inh 1536
COC(=O)C1(C(=O)OC)NOC2C(=O)N(N(C)c3ncc(C(F)(F)F)cc3Cl)C(=O)C21 (stereo not drawn),-1.7%,5
O=C(NNC(=O)c1ccccc1-c1ccccc1C(=O)O)c1cccc([N+](=O)[O-])c1,6.7%,7
NC(=O)CN1C(=O)C(O)(CC(=O)/C=C\c2ccc3c(c2)OCO3)c2ccccc21 (stereo not drawn),-1.5%,-2
CCN(CC)S(=O)(=O)c1cccc(-c2nnc(SCCOc3ccccc3C)o2)c1,1.6%,19
O=C(CC1(O)C(=O)N(CCc2ccccc2)c2ccccc21)c1ccco1 (stereo not drawn),-1.2%,8
COC(=O)C1=C(C)N(Cc2ccccc2)C(=O)/C1=C\c1ccco1,-0.6%,4
O=C(OCc1cccc(F)c1)c1ccc2c(=O)n3c(nc2c1)CCC3,2.9%,5
CCCCN(CCCC)C(=O)c1cc(Cl)ccc1[N+](=O)[O-],1.2%,.
O=C(CCCNS(=O)(=O)c1cccs1)N1CCc2ccccc2C1,-1.4%,9
CCOC(=O)C1=C(C)N(C)C(=S)NC1c1ccccc1Cl (stereo not drawn),2.9%,.
O=C(c1ccc(N2CCN(CCO)CC2)nc1)N1CCOCC1,-7.9%,8
COc1ccc(/C(N)=N/OC(=O)c2ccco2)cc1,0.7%,-7
COC(=O)c1c(-n2cnnn2)sc(C)c1C,2.8%,7
c1ccc2sc(C3CCCNC3)nc2c1 (stereo not drawn),1.8%,.
CCSc1nnc(-c2cccs2)o1,-6.1%,5

# Other compounds follow:
SMILES,M. tuberculosis GlmU,RmlCD inh 1536
CC(CC(=O)O)CC1=NS(=O)(=O)c2ccccc2N1 (stereo not drawn),7.6%,4
CCCCn1c(N)c(N(CCOC)C(=O)CSc2nc3ccc(C)cc3[nH]2)c(=O)[nH]c1=O,0.0%,16
COc1ccccc1OS(=O)(=O)c1ccc(NC(C)=O)cc1,0.2%,7
COc1cccc(/C=N/NC(=O)C(=O)N/N=C/c2cccc(OC)c2OC)c1OC,3.2%,-4
Cc1cccc(C)c1NC(=O)CSc1ccc([N+](=O)[O-])cn1,0.4%,-9
CCN(CC)c1ccc(N=Cc2c(O)n(-c3ccc(Cl)cc3)c(=O)[nH]c2=O)cc1,6.9%,-1
O=C(O)COc1ccc(NC(=O)c2cccs2)cc1,-5.5%,.
CCCn1c(SCC(=O)c2ccc3c(c2)OCCO3)nnc1C(C)C,-0.5%,2
CCOC(=O)C(CC)Sc1nc2c(c(=O)[nH]c(=O)n2C)n1CCc1ccccc1 (stereo not drawn),2.3%,.
CCOC(=O)C1CCCN(C(=O)c2cnn3c(C(F)F)cc(-c4ccc(C)cc4)nc23)C1 (stereo not drawn),0.2%,.
CC1=C(C(=O)Nc2ccccn2)C(c2ccc(Br)cc2)n2ncnc2N1 (stereo not drawn),-2.1%,-2
Cc1nn(-c2ccccc2)c(C)c1-c1nnc(-c2c(C)nn(-c3ccccc3)c2C)o1,-3.1%,-14
Cc1c(Cl)cccc1NC(=O)CNc1cccc(C(F)(F)F)c1,-3.4%,2
CCOc1cc(C#N)c(NC(=O)c2ccnn2C)cc1OCC,1.0%,.
N#C/C(=C/c1ccc2c(c1)OCO2)C(=O)Nc1ccc(O)cc1,1.5%,-5
Cc1csc2ncnc(N3CCN(C(=S)Nc4ccc(C(F)(F)F)cc4)CC3)c12,-0.4%,8
Cc1c(C(N)=O)c(-c2ccccc2)nn1-c1ccccc1,-8.9%,-4
c1ccc(-c2nnc(SCc3nc4ccccc4[nH]3)o2)cc1,3.5%,16
CCNc1cc(Nc2c(C)n(C)n(-c3ccccc3)c2=O)c([N+](=O)[O-])c2nonc12,3.0%,10
CC1(C)CC2(CCO1)OC(=O)CC2C(=O)Nc1cccc2ccccc12 (stereo not drawn),6.7%,.
Cc1ccc(C)c(OCCCC(=O)Nc2ccccc2C(N)=O)c1,-5.2%,.
COc1ccc(S(=O)(=O)N2CCCC(C(=O)NCc3ccccn3)C2)cc1Cl (stereo not drawn),0.8%,10
CC(=O)Nc1ccc2nc(NC(=O)COc3ccccc3)sc2c1,1.7%,0
O=S(=O)(CCc1nc2ccccc2s1)c1ccc2ccccc2c1,0.8%,.
CCCCc1nc2cc(Cl)ccc2o1,-3.7%,11
CC1=Nc2ccccc2/C1=C/c1nc(-c2ccc(C)s2)oc1O,-1.6%,-1
CC1(C)Cc2nc(N3CCOCC3)c(C#N)cc2CO1,0.8%,2
COc1ccc2c(c1)c(=O)oc1cc(OCC(=O)N3CCC(C)CC3)ccc12,3.5%,0
CC(=O)Nc1ccc(-c2cc(C(=O)O)c3ccc(C)cc3n2)cc1,-0.8%,.
C=CCN1C(=O)NC(c2ccc(OC)cc2)(C(F)(F)F)S/C1=C(\C#N)c1nnc(N2CCOCC2)n1-c1ccccc1 (stereo not drawn),9.9%,-9
COc1ccc(S(=O)(=O)N2CCOC2CNC(=O)C(=O)NCc2ccco2)cc1C (stereo not drawn),1.1%,11
O=C(NC1CC1)C1CCCN1S(=O)(=O)c1ccc2ccccc2c1 (stereo not drawn),1.2%,8
Cc1cc(C)c(C#N)c(SC2CCCCC2=O)n1 (stereo not drawn),0.9%,-9
COc1ccc(C(C2C(=O)CC(C)(C)CC2=O)C2C(=O)CC(C)(C)CC2=O)cc1,-5.3%,4
O=C(Cn1c(=O)c2sccc2n(Cc2cccc([N+](=O)[O-])c2)c1=O)NCCc1ccccc1,-2.2%,2
COc1ccc(OCC(=O)Nn2c(-c3ccc(OC)cc3)nc3ccccc3c2=O)cc1,1.4%,14
COC(OC)c1ccc(C#N)c(SCc2ccc(C)cc2)n1,-0.2%,-6
Cc1nnc(SCC(=O)NCC(=O)Nc2ccc(F)c(F)c2F)n1Cc1ccccc1,4.4%,15
C/C(Cl)=C/Cn1c(SC(C)C)nc2c1c(=O)[nH]c(=O)n2C,3.4%,9
O=c1n(Cc2ccccc2)nc2n1-c1ccccc1SC2,0.2%,2
CC1CCN(CC(=O)N2c3ccccc3CC2C)CC1 (stereo not drawn),-0.4%,1
O=C1NC(=Nc2ccc(F)cc2)CS1,-1.4%,0
CCOc1ccc(C(=O)Nc2nnc(C)s2)cc1OCC,-1.2%,-1
COC(=O)C1=C(N)OC2=C(C(=O)CCC2)C1c1cccnc1 (stereo not drawn),6.0%,-6
Cc1occc1-c1nnc(SCC(=O)O)n1-c1ccccc1,-1.1%,.
Cc1cc(C(=O)NNS(=O)(=O)c2ccc(C(C)(C)C)cc2)nn1C(C)(C)C,2.2%,-5

# This is a subset; count on the stated rates, not on these rows.
